Bioassay records deposited in PubChem BioAssay by National Center for Advancing Translational Sciences (NCATS).
JMJD2A Tudor: blocks the human JMJD2A Tudor domain | AlphaScreen JMJD2A-Tudor / H3K4me3 peptide binding | actives 4.4% (n = 390,000) | O75164 | Potency, µM (series often up to 114 µM), inactives show top-dose activity change, negative = inhibition, usual class: inhibitors; also: potency is read from the fitted curve at half-maximal effect; % is scaled to controls: 0 for no effect and ±100 for the full control effect; nearly all actives have a fitted effect of over 50% in size
G9a block: inhibitors of human histone lysine methyltransferase G9a; Q96KQ7; G9a H3K9 monomethylation, AlphaScreen, 2 h; Potency, µM (titrated, usually from 102 µM), inactives show at the top dose activity, negative = inhibition, hits mostly inhibitors; actives 8.8% (n = 350,000); also: potency is read from the fitted curve at half-maximal effect; % is scaled to controls: 0 for no effect and ±100 for the full control effect; nearly all actives have a fitted effect of over 75% in size
Target sequence (Q96KQ7 913-1193 limits assumed): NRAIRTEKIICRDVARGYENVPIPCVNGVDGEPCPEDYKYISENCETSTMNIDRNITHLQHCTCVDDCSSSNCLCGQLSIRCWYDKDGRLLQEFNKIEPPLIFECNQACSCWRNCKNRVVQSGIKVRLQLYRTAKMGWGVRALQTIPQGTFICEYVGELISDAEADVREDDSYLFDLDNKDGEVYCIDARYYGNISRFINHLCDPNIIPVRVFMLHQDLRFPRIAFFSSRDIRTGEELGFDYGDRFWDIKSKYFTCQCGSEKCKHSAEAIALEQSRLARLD
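Enzyme 20 nM + cpd, 15 min RT; add b-H3K9 pep 500 nM / SAM 20 uM; 2 h RT; anti-H3K9me1 Ab 0.5 ug/mL + SA donor / anti-rabbit acceptor beads 20 ug/mL each, 10 min; AlphaScreen read.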
BAZ2B inh: blocks human BAZ2B; Q9UIF8; AlphaScreen BAZ2B-H3K14Ac peptide displacement; Potency, µM (titrated, usually from 114 µM), without a hit: at the top dose activity change, negative = inhibition, hits mostly inhibitors; actives 4.4% (n = 360,000); AID 504333; also: potency is read from the fitted curve at half-maximal effect; % is scaled to controls: 0 for no effect and ±100 for the full control effect; nearly all actives have a fitted effect of over 60% in size
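BAZ2B (50 nM) with biotin-H3(5-23)K14Ac peptide (50 nM) in PBS pH 7.4, 0.01% Tween-20, preformed 30 min, then compound 30 min at room temperature; top concentration 110uM. AlphaScreen streptavidin donor/nickel chelate acceptor beads (10 ug/mL final), 20 min dark, signal read.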
ERG Ets-DNA blk: blocks human ERG Ets domain binding to DNA; AID 624246; actives 0.028% (n = 370,000); Potency, µM (highest dose often 76.9 µM), without a hit: at the highest dose FP activity, negative = inhibition, actives largely listed as inhibitors; fluorescence polarization, His-ERG Ets domain / labelled DNA; active = well fitted inhibition curve with a large enough effect in the polarisation, with a control signal flat; inconclusive = small, poorly fitted or top-dose-only effect, or effect the other way, or a change in a side signal; inactive = no such curve, though single readings can be large or run the other way; the % refers to the polarisation;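 also: polarization taken with two DNA probes labelled with fluorescein and Texas red; potency is read from the fitted curve at half-maximal effect; % of control where 0% means no effect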
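His-tagged ERG Ets domain (1 uM in the protein solution; 300mM KCl, 50mM Tris-HCl, 1mM EDTA, 1mM DTT, pH 7.5) received compound, then a probe mix of 5 nM fluorescein-DNA and 100nM Texas-615-DNA. Fluorescence polarization was read for both dyes.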
GLS inhibitor: inhibitors of human glutaminase (GLS) | AID 624170 | actives 0.21% (n = 410,000) | GLS enzymatic activity, qHTS titration | Potency, µM (titrated, usually from 45.5 µM), inactives show top-dose activity change, negative = inhibition, hits mostly inhibitors; also: potency is read from the fitted curve at half-maximal effect; % is scaled to controls: 0 for no effect and ±100 for the full control effect
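Read-out is an Amplex red fluorescence increase coupled through glutamate oxidase and HRP, measured before and after 30 min room-temperature incubation. hKGA is in 45 mM KH2PO4 (pH 8.2) with 0.02% Tween-20; glutamine added as 1mM solution.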
RGS4 inh: human RGS4 inhibition | Transcreener GDP fluorescence polarization, RGS4-accelerated GTP hydrolysis | actives 0.039% (n = 390,000) | AID 504845 | Potency, µM (titrated, usually from 114 µM), for the others: at the top dose activity change, negative = inhibition, usual class: inhibitors; also: potency is read from the fitted curve at half-maximal effect; % is scaled to controls: 0 for no effect and ±100 for the full control effect; nearly all actives have a fitted effect of over 75% in size; some results filed as inactive show a strong effect at the top dose
Target sequence (P49798 whole entry, looked up): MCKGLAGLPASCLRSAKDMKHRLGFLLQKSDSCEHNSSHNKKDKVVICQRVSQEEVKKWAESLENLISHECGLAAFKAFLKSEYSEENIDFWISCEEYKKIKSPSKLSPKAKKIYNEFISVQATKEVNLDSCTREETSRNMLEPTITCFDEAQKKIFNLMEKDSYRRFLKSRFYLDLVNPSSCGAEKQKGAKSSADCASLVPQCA
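MLSMR compounds (23 nl, pin-transferred) preincubated 10 min at room temperature with a 500nM (2x) first reagent, then RGS4 at 900nM (2x) plus Transcreener GDP mix added; fluorescence polarization (620/688 nm) read before and after 90 min at 30 °C.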
ALOX12 inh: blocks human arachidonate 12S-lipoxygenase | purified 12hLO, xylenol orange hydroperoxide absorbance | actives 1.1% (n = 580,000) | Potency, µM (titrated, usually from 108 µM), for inactives: top-dose activity change, negative = inhibition, most hits filed as inhibitors | P18054 | AID 1671190; also: potency is read from the fitted curve at half-maximal effect; % is scaled to controls: 0 for no effect and ±100 for the full control effect
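Purified human 12hLO (150 nM final) in 25 mM Hepes, 0.01% Triton X-100, pH 7.0 was preincubated 15 min at room temperature with compound. Then 40 uM arachidonic acid was added, 30 min. Hydroperoxide was read by Fe-XO absorbance ratio 573/405 nm.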
HP1b binding inh: HP1-beta chromodomain-methylated histone interaction inhibition; Potency, µM (highest dose often 114 µM), for the others: at the highest dose activity change, negative = inhibition, most hits filed as inhibitors; AID 540317; actives 0.56% (n = 390,000); AlphaScreen HP1-beta / biotin-H3K9me3 peptide binding; also: potency is read from the fitted curve at half-maximal effect; nearly all actives have a fitted effect of over 70% in size; inactives centre near 23
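AlphaScreen: HP1-beta (50 nM) preformed 30 min with biotin-H3(1-18)K9me3 peptide (50 nM) in PBS pH 7.4, 0.01% Tween-20. Compound added for 30 min at RT, then streptavidin donor/nickel chelate acceptor beads (10 ug/mL) for 30 min.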
PI4K2A block: PI4K2A (human) kinase inhibition. activity change, negative = inhibition, % at 76.9 µM. Q9BTU6. purified PI4K2A, ADP-Glo luminescence, 1 h; hits give low values. actives 0.13% (n = 420,000). AID 1346378; in the data active = activity change below about -50%; inconclusive = mostly about -30% to -49%;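 also: -100% = wells without enzyme as full effect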
Target sequence (Q9BTU6 whole entry, looked up): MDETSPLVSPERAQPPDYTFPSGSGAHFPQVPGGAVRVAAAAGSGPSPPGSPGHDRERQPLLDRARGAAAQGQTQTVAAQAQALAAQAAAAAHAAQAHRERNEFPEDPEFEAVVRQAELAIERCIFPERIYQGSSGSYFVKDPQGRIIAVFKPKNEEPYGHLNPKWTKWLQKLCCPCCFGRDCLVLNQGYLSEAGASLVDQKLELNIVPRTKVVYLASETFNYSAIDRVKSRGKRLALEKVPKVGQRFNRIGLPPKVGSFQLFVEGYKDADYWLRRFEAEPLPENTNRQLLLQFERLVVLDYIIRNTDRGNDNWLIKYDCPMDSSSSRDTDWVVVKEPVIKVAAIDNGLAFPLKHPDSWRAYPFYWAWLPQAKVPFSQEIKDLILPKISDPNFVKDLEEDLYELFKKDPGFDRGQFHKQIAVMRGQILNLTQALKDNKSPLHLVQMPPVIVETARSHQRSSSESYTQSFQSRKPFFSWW
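In this quantitative HTS, ADP production by PI4K2A was quantified luminescently after 1 h at ambient temperature; 100 microM adenosine served as plate-quality control.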
Active calls of the source: *; ? = inconclusive; . = not tested or not shown; & = joins results of further samples; [ ] = dose if it differs, or a comment. Unless noted, calls follow the shape of the dose curve; as a rule, active = well fitted curve in the direction sought with a large enough effect; inconclusive = small, poorly fitted or top-dose-only effect, or another doubt; inactive = no such curve, though single readings can be large; an effect the other way counts as inactive or inconclusive. These rows are one share of the data; rates above refer to the full screens.

SMILES | JMJD2A Tudor | G9a block | BAZ2B inh | ERG Ets-DNA blk | GLS inhibitor | RGS4 inh | ALOX12 inh | HP1b binding inh | PI4K2A block
CC(CN(C)C)CN1c2ccccc2CCc2ccccc21 (stereo not drawn) | -9% | -36%[2.33 µM] | -12% | 3% | 1% | 2%[56.9 µM] | -28% | 20% | 4&-5&-1
CCOc1cc(/C=N\NC(=O)c2ccc(NC(=O)C(C)(C)C)cc2)ccc1OC(=O)c1ccc(OC)cc1 | -15% | 0%[59 µM] | -10% | -1% | 1% | -18% | 0% | 46%[activator] | -1
CC1CCN(c2c([N+](=O)[O-])c(=O)oc3ccccc23)CC1 | -9% | ? | 15% | 5% | -20% | -20% | 1% | 40%[activator] | -3
O=C(c1cc(-c2ccc3c(c2)OCO3)on1)N1CCOCC1 | -18% | 6%[12.7 µM] | -2% | -5% | -26% | -2% | -10% | 17% | 0
CC(=O)Nc1cccc(C(=O)/C=C/c2ccc[nH]2)c1 | -12% | -4% | -21% | 20% | 6% | -9% | ? | -1% | -6
CC[C@]12c3[nH]c4ccc(Cl)cc4c3CCN1C(=O)[C@@H](CC(=O)NCCN1CCOCC1)C[C@@H]2C(=O)N1CCN(C(=O)c2ccco2)CC1 | -7% | . | . | 1% | 2% | -6% | -6% | 27% | -3
CCCCCOc1ccc(C(=O)NCCC(=O)NCCCC(=O)OCC)cc1 | -6% | 4% | 6% | 14% | 1% | -15% | 2% | 11% | -27
COc1cc(C2C(C#N)=C(N)N(c3cccnc3)C3=C2C(=O)CCC3)ccc1O (stereo not drawn) | -23% | ? | -23% | . | ? | -37% | -20% | 42%[activator] | -10
CN1CC(C(=O)Nc2ccc(F)c(Cl)c2)CC1=O (stereo not drawn) | -8% | . | ? | -7% | -13% | -16% | 1% | 62%[activator] | 1
Cc1ccc(C(=O)NCc2cccnc2)o1 | -19% | . | -15% | -5% | 4% | -3% | . | 20% | 4
CCN(C[C@H]1N[C@@](C)(C(=O)OC)[C@H]2C(=O)N(Cc3ccccc3)C(=O)[C@@H]12)C(=O)COC | -26% | . | . | -10% | 2% | -1% | ? | 23% | 0
Cc1ccc(N2CC(C(=O)NC3CC3)CC2=O)cc1 (stereo not drawn) | -16% | 15% | -5% | -7% | -10% | -1% | ? | 3% | 1
O=C(CN1CCC(NC(=O)c2ccccc2F)CC1)NCc1ccc(F)cc1 | 9% | 2%[59 µM] | -3% | 2% | -2% | 8% | 0% | 36% | -23
CCN(CC(=O)NCc1cccs1)S(=O)(=O)c1ccc(F)cc1 | 3% | 4%[0.501 µM] | 1% | -9% | -6% | 3% | -21% | 51%[activator] | -5
NC(=O)N=Nc1c2[nH]c3ccccc3nc-2c2ccccc12 | -13% | -7% | -8% | -1% | 0% | -17% | 9% | 32% | -1

Random excerpt: 2 records from the list, in no set order.
SMILES | JMJD2A Tudor | G9a block | BAZ2B inh | ERG Ets-DNA blk | GLS inhibitor | RGS4 inh | ALOX12 inh | HP1b binding inh | PI4K2A block
CC1CCN(c2c([N+](=O)[O-])c(=O)oc3ccccc23)CC1 | -9% | ? | 15% | 5% | -20% | -20% | 1% | 40%[activator] | -3
CN1CC(C(=O)Nc2ccc(F)c(Cl)c2)CC1=O (stereo not drawn) | -8% | . | ? | -7% | -13% | -16% | 1% | 62%[activator] | 1

For convenience, some entries already given.
SMILES | JMJD2A Tudor | G9a block | BAZ2B inh | ERG Ets-DNA blk | GLS inhibitor | RGS4 inh | ALOX12 inh | HP1b binding inh | PI4K2A block
CC(CN(C)C)CN1c2ccccc2CCc2ccccc21 (stereo not drawn) | -9% | -36%[2.33 µM] | -12% | 3% | 1% | 2%[56.9 µM] | -28% | 20% | 4&-5&-1
CCOc1cc(/C=N\NC(=O)c2ccc(NC(=O)C(C)(C)C)cc2)ccc1OC(=O)c1ccc(OC)cc1 | -15% | 0%[59 µM] | -10% | -1% | 1% | -18% | 0% | 46%[activator] | -1
CC1CCN(c2c([N+](=O)[O-])c(=O)oc3ccccc23)CC1 | -9% | ? | 15% | 5% | -20% | -20% | 1% | 40%[activator] | -3
O=C(c1cc(-c2ccc3c(c2)OCO3)on1)N1CCOCC1 | -18% | 6%[12.7 µM] | -2% | -5% | -26% | -2% | -10% | 17% | 0

Back to the main list, repeating the 3 entries before the break.
SMILES | JMJD2A Tudor | G9a block | BAZ2B inh | ERG Ets-DNA blk | GLS inhibitor | RGS4 inh | ALOX12 inh | HP1b binding inh | PI4K2A block
O=C(CN1CCC(NC(=O)c2ccccc2F)CC1)NCc1ccc(F)cc1 | 9% | 2%[59 µM] | -3% | 2% | -2% | 8% | 0% | 36% | -23
CCN(CC(=O)NCc1cccs1)S(=O)(=O)c1ccc(F)cc1 | 3% | 4%[0.501 µM] | 1% | -9% | -6% | 3% | -21% | 51%[activator] | -5
NC(=O)N=Nc1c2[nH]c3ccccc3nc-2c2ccccc12 | -13% | -7% | -8% | -1% | 0% | -17% | 9% | 32% | -1
COc1cccc(NC(=O)C2C3C=CC4(O3)C2C(=O)N(C(C)C)C4C(=O)NC2CCCCC2C)c1 (stereo not drawn) | -12% | 2%[59 µM] | 5% | 1% | -4% | -11% | 8% | 78%[activator] | 5
c1cn(-c2ccc(-c3ccnc4ncnn34)cc2)cn1 | -17% | 19%[59 µM] | -13% | -11% | -1% | -2% | -2% | 23% | 7
CCC(Oc1ccccc1)C(=O)OCC(=O)Nc1sccc1C(N)=O (stereo not drawn) | -19% | -2%[59 µM] | 6% | -7% | 4% | 17% | -3% | 18% | 6
Cc1cc(C)nc(N(C#N)Cc2cccc(Cl)c2)n1 | 12% | 45% | 14% | -2% | 2% | 16% | -12% | 47%[activator] | 0
O=C(N/N=C\c1ccc(Br)o1)C1COc2ccccc2O1 (stereo not drawn) | 40µM* | ? | 50µM* | 20% | -26% | -5%[11.4 µM] | -17% | ? | -2
COCCNC(=O)c1n[nH]c2ccccc12 | -6% | -5% | 2% | 1% | 5% | 0% | -5% | 30% | 1
Cc1cccc(OCCC(=O)Nc2ccc(C)c(S(=O)(=O)N3CCOCC3)c2)c1 | -8% | . | . | -5% | 0% | -13% | -7% | 27% | 2
CCN(CC)S(=O)(=O)c1ccc2c3c(cccc13)C(=O)N2 | -6% | 7% | 12% | -2% | 0% | 17% | -1% | 60%[activator] | 5
Cc1cc(C)cc(-c2nnc(SCC(=O)NC3CC3)o2)c1 | -5% | 18%[2.33 µM] | -4% | 5% | -5% | -1% | 287%[activator] | 51%[activator] | -1
CC(C)OC(=O)CSc1nnc2n1C(C)(C)Cc1ccccc1-2 | -11% | ? | -2% | -6% | 1% | 27% | -11% | 54%[activator] | 1
COc1ccccc1OCCCCN1CCCCC1 | -9% | 25% | -35% | 1% | 6% | 16% | 0% | 10% | -4
Cc1ccc(C(=O)NNC(=O)Cc2cccs2)cc1 | -19% | 1% | -2% | -7% | 1% | 15% | ? | 26% | -1
CC(=O)Nc1ccc(NC(=O)c2cc3sccc3n2Cc2ccc(Cl)cc2)cc1 | -26% | -32%[59 µM] | -14% | 0% | -2% | -9% | ? | 43%[activator] | 3
CC(=O)N1N=C2/C(=C/c3ccccc3)CCCC2C1c1ccccc1 (stereo not drawn) | ? | . | -22% | -4% | -23% | ? | -5% | -8% | -16
N#C/C(=C\c1ccc(-c2ccc(C(=O)O)cc2)o1)C(=O)Nc1ccc(F)cc1 | ? | . | ? | -1% | 7% | -19% | ? | -14% | -7
O=C(NNC(=S)Nc1cccc(Cl)c1)c1ccccc1OC(F)F | -22% | ? | 8% | -4% | 4% | -36% | ? | -2% | 4
Cc1ccc(OCc2ccc(C(=O)N3CCCC3)o2)c([N+](=O)[O-])c1 | -16% | ? | -17% | 3% | -4% | -23% | -6% | 8% | 0
COc1cccc(C(=O)n2nc(-c3cccnc3)nc2NCc2ccc(F)cc2)c1 | -14% | -2%[59 µM] | 2% | -7% | -9% | -30% | ? | 39% | 11
c1ccc2oc(-c3ccn[nH]3)cc2c1 | -14% | . | -4% | ? | 3% | 2% | 0% | 10% | 0
O=C1OCCN1C(=O)[C@H]1[C@H](c2ccccc2)C(c2ccccc2)=NN1c1ccc(Br)cc1 | 27% | 126%[activator][59 µM] | . | 6% | -1% | 13% | -19% | 93%[activator] | -1
CCOC(=O)c1c(NC(=O)CN2C(=O)c3ccccc3C2=O)sc(Cc2ccc3c(c2)OCO3)c1C | -6% | 20% | 2% | -24% | -4% | 0% | 19% | 22% | -2
O=C(CSc1cccs1)Nc1ccc2ccccc2c1 | 10% | 26%[12.7 µM] | -1% | -5% | -1% | -16% | ? | 70%[activator] | 5
Cc1ccccc1CNS(=O)(=O)c1c(C(=O)N2CCCC2)c(C)n(C)c1C | -16% | -1% | -29%[57.1 µM] | -7% | -2% | -4%[11.4 µM] | -23% | 2% | -18
CCOC(=O)COn1c(=O)c(-c2ccc(OCC)cc2)[n+]([O-])c2ccccc21 | -6% | -3%[2.33 µM] | 0% | 3% | 2% | 30% | 0% | 29% | -3
